# Compound activity from PubChem BioAssay.
# Rab7 wt GTP bind: modulators of GTP binding to Rab7, primary screen, biochemical, wildtype, multiplex bead flow cytometry. AID 758, 2007. GTP binding activity (percent of control), % at 10 µM. Rab7 GTPase wild type (dog), Bodipy-FL-GTP binding. hit rate 0.055% among 190,000. GST-Rab7 beads, fluorescent GTP binding; actives lie on both sides; untreated = 100%, excess cold GTP = 0%;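 active = fluorescent GTP binding to Rab7 beads changed by at least 20 points from the 100% baseline, either direction, mostly lower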;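 also: median green fluorescence of bound Bodipy-FL-GTP per Rab7 bead population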
# Rab2A wt mod: modulators of GTP binding to Rab2A wildtype, primary screen, biochemical, dog, bead-based flow cytometry, multiplex; Ras-related protein Rab-2A (Canis lupus familiaris), P61105; GST-Rab2 wt beads, Bodipy-GTP binding; GTP binding activity, % at 10 µM; hit rate 0.19% among 190,000;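 active = GTP binding activity at least 20 points away from 100%, either lowered or raised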;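 also: 0% = beads with excess unlabeled GTP and 100% = no-compound control corrected for plate trend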
# Cdc42 wt: modulators of GTP binding to wildtype Cdc42, primary screen, biochemical, multiplex bead flow cytometry, Bodipy-GTP. Cell division control protein 42 homolog (Homo sapiens), P60953. GST-Cdc42 beads; actives lie on both sides. percent activity (GTP binding), % at 10 µM. hit rate 0.2% among 190,000;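 active = percent activity GTP binding at least 20 points away from the 100% baseline, either down as inhibitor or up as activator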;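 also: median bead fluorescence of bound Bodipy-FL-GTP at 100 nM; 0% = excess unlabeled GTP control and 100% = no compound control; below 100% means less GTP binding so inhibitor and above means activator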
# Target sequence (P60953 whole entry, looked up): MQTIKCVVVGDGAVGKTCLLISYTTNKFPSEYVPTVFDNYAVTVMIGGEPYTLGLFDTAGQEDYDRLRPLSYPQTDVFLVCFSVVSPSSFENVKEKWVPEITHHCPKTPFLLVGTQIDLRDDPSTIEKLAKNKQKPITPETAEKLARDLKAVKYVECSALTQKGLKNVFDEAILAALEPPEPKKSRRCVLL
# RGS8-Gao: RGS8-Galphao binding modulators, primary screen, biochemical, multiplexed bead flow cytometry; Guanine nucleotide-binding protein G(o) subunit alpha (Homo sapiens), P09471; actives lie on both sides; response (percent of control binding), % at 10 µM; hit rate 0.34% among 220,000; AID 1423, 2008; in the data active = response below about 60% or above about 140%; inactive = in between;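 also: Galphao activated as the GDP aluminium fluoride complex binding bead-coupled RGS8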
# Target sequence (P09471 whole entry, looked up): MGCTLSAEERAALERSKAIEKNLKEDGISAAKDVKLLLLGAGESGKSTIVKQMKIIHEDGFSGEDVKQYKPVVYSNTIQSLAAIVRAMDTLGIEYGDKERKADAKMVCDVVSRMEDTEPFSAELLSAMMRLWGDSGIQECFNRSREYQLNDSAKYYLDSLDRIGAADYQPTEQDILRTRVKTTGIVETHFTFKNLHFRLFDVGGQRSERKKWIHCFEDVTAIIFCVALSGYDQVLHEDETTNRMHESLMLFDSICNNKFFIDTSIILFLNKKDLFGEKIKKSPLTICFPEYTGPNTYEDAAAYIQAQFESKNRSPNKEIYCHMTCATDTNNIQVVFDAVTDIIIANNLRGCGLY
# Mcl-1 Bim block: inhibitors of Bim peptide binding to Mcl-1, primary screen, biochemical, bead-based flow cytometry, multiplex | Bim peptide-Mcl-1 binding | hit rate 0.1% among 190,000 | AID 1009, 2008 | inhibition, % at 10 µM; in the data active = inhibition above about 40%;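 also: 0% = no compound tracer wells and 100% = peptide blocker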
# Target sequence (Q07820 whole entry, looked up): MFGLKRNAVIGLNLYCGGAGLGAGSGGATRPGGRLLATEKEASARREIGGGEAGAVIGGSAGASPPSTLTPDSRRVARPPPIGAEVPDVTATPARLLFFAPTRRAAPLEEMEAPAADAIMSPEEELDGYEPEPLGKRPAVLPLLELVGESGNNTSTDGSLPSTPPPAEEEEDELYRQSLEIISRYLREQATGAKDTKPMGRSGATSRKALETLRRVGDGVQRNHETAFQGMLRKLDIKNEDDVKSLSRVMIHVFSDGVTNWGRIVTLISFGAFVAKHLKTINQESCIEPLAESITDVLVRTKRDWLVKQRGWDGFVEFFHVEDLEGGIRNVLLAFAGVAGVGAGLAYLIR
# HRas wt GTP: modulators of GTP binding to HRas wildtype, primary screen, biochemical, bead-based flow cytometry, multiplex; AID 759, 2007; GST-Ras wt beads, Bodipy-FL-GTP binding; actives lie on both sides; hit rate 0.14% among 190,000; GTP binding activity, % at 10 µM;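 active = GTP binding activity at least 20% away from the 100% baseline, either lowered as inhibitor or raised as activator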;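 also: 0% = unlabeled GTP competition control and 100% = no-compound control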
# Target sequence (P01112 whole entry, looked up): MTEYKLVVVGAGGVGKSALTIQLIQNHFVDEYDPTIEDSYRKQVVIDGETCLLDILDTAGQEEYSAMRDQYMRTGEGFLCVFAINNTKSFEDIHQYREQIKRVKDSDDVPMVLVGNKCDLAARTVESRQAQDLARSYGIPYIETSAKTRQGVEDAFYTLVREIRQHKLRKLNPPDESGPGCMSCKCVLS
# Rac1 act GTP bind: GTP binding modulators of activated mutant Rac1, primary screen, biochemical, bead-based flow cytometry, multiplex, fluorescent GTP; Ras-related C3 botulinum toxin substrate 1 (Homo sapiens), P63000; GST-Rac1 activated beads; actives lie on both sides; 100% means binding = to untreated wells; percent activity (GTP binding), % at 10 µM; hit rate 0.11% among 190,000; AID 764, 2007;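 active = GTP binding at least 20 percentage points away from the 100% baseline, in either direction, so actives lie on both sides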
# Pf gamet viab: late stage P. falciparum gametocyte viability inhibitors, primary screen, ATP luminescence, HTS. P. falciparum stage V gametocytes, 24 h. inhibition, % at 10.9 µM. hit rate 0.065% among 150,000. AID 743093, 2013;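 active = inhibition above the mean plus 3 SD of compounds within the control limits, set per campaign, cut at about 38% in these data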;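 also: 0% = DMSO wells and 100% = medium only without gametocytes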
# Mcl1 Noxa PPI: Mcl-1/Noxa binding inhibitors, primary screen, biochemical, TR-FRET, 1536-well; TR-FRET Mcl-1/Noxa peptide binding, 2 h; AID 1022, 2008; inhibition, % at 21.7 µM; Induced myeloid leukemia cell differentiation protein Mcl-1 (Homo sapiens), Q07820; hit rate 1.5% among 220,000;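 active = compounds that cut the protein-peptide binding signal by more than 50% relative to plate controls in a single-dose test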;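 also: His-tagged Mcl-1 with rhodamine Noxa BH3 peptide and terbium anti-His antibody; 0% = Mcl-1 plus Noxa peptide wells and 100% = peptide-only wells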
# Rac1 wt modul: wildtype Rac1 GTP binding modulators, primary screen, biochemical, GST-Rac1 beads, flow cytometry, multiplex | hit rate 0.27% among 190,000 | Ras-related C3 botulinum toxin substrate 1 (Homo sapiens), P63000 | GTP binding activity (% of control), % at 10 µM | AID 757, 2007 | fluorescent GTP binding; actives lie on both sides; 0 = cold GTP competed, 100 = untreated;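 active = GTP binding activity at least 20 points away from the 100% control level, either lower or higher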
# Mcl1-Bid inh: Mcl-1/Bid binding inhibitors, primary screen, biochemical, TR-FRET, 1536-well. Induced myeloid leukemia cell differentiation protein Mcl-1 (Homo sapiens), Q07820. TR-FRET Mcl-1/Bid-Dy647 peptide binding. inhibition, % at 21.7 µM. hit rate 0.97% among 220,000. AID 1021, 2008;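 active = compounds that cut the binding signal by more than half at the single screening dose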;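 also: His-tagged Mcl-1 with europium anti-His antibody binding Bid BH3 peptide; 0% = Mcl-1 plus peptide wells and 100% = peptide-only wells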
# The depositor's hits bear a star; . = no result given.
SMILES,Rab7 wt GTP bind,Rab2A wt mod,Cdc42 wt,RGS8-Gao,Mcl-1 Bim block,HRas wt GTP,Rac1 act GTP bind,Pf gamet viab,Mcl1 Noxa PPI,Rac1 wt modul,Mcl1-Bid inh
Fc1ccc(NCc2nnc(SCc3nnc(-c4ccccc4)o3)n2Cc2ccccc2)cc1,96,99,100,100,1,99,101,13,-16,99,-59
Cc1cc(C)c(S(=O)(=O)c2ccccc2)c(OC(=O)c2cc(F)c(F)cc2Cl)n1,96,97,98,103,1,98,97,-15,8,99,10
COCc1[nH]nc2c1C(c1cccc(OC)c1)C(C#N)=C(N)O2 (stereo unspecified),95,95,106,100,0,100,97,-29,12,97,-103
CCOC(=O)C1=C(C)NC(=S)NC1C (stereo unspecified),104,101,103,103,-1,100,96,.,2,100,-58
Cc1ccc(C2(CC(=O)O)CCOC(C)(C)C2)cc1 (stereo unspecified),104,102,104,102,9,104,102,-11,0,112,2
CN(C)c1nc(C(F)(F)F)cc(=O)[nH]1,110,104,101,101,3,102,98,3,8,100,-1
COc1ccc(-c2c(C)nn3c(N4CCN(Cc5ccccc5)CC4)cc(C)nc23)cc1OC,98,100,99,105,-2,97,98,.,5,100,-16
COc1ccc(S(=O)(=O)N[C@H](C(=O)N2CC[C@@]3(O)CCCC[C@H]3C2)c2ccccc2)cc1,100,104,106,103,0,104,100,-22,-2,101,-23
COc1ccc(S(=O)(=O)N(CC(=O)Nc2ccc(S(=O)(=O)N3CCOCC3)cc2)c2ccccc2)cc1,101,99,97,101,-5,99,96,.,10,102,6
O=C(c1ccccc1)c1nc2ccccc2n(CCCn2c(=O)c(C(=O)c3ccccc3)nc3ccccc32)c1=O,94,97,97,104,0,97,96,7,21,94,-5
O=C1C(C=Nc2ccccc2)=C(O)c2ccccc21,98,104,101,94,-3,100,100,.,23,107,2
CCC1(c2ccccc2)NC(=O)N(CC(=O)Nc2ccc3c(c2)OCO3)C1=O (stereo unspecified),101,101,101,103,-2,101,97,.,-14,103,-40
CC(CC(=O)NCc1ccccc1)C1CCCO1 (stereo unspecified),102,100,100,99,-3,101,98,.,3,101,-22
CC(=O)Nc1ccc(S(=O)(=O)Nc2ccc(NC(=O)c3ccco3)cc2)cc1,95,99,102,107,-1,99,98,.,11,103,-14
CCOC(=O)C1=C(N)OC2=C(C(=O)CCC2)C1c1ccccc1OCC (stereo unspecified),93,94,96,97,-1,96,92,-1,18,94,-22
Cn1ncc(Cl)c1C(=O)N/N=C/c1cccc(OC2CSC2)c1,102,101,102,96,-2,101,101,15,8,101,-30
COc1ccc(-c2n(Cc3ccccc3)c3ccccc3[n+]2Cc2ccccc2)cc1,108,99,95,100,0,97,92,5,11,97,-26
O=C(NC(Cc1ccc2c(c1)OCO2)C(=O)NC(Cc1ccccc1)C(=O)O)c1ccccc1 (stereo unspecified),100,99,101,101,-1,99,96,-45,22,100,24
Cc1nn(Cc2ccccc2)c(C)c1C(=O)Nc1ccc(N2CCOCC2)cc1,96,98,98,96,-1,98,99,8,6,103,-95
COc1cccc(C(=O)NCCN2C(=O)S/C(=C/c3cccs3)C2=O)c1OC,106,91,96,101,1,94,93,17,11,91,-62

# Part of the list above, reformatted:
SMILES	Rab7 wt GTP bind	Rab2A wt mod	Cdc42 wt	RGS8-Gao	Mcl-1 Bim block	HRas wt GTP	Rac1 act GTP bind	Pf gamet viab	Mcl1 Noxa PPI	Rac1 wt modul	Mcl1-Bid inh
Cn1ncc(Cl)c1C(=O)N/N=C/c1cccc(OC2CSC2)c1	102	101	102	96	-2	101	101	15	8	101	-30
COc1ccc(-c2n(Cc3ccccc3)c3ccccc3[n+]2Cc2ccccc2)cc1	108	99	95	100	0	97	92	5	11	97	-26

# (further entries)
SMILES,Rab7 wt GTP bind,Rab2A wt mod,Cdc42 wt,RGS8-Gao,Mcl-1 Bim block,HRas wt GTP,Rac1 act GTP bind,Pf gamet viab,Mcl1 Noxa PPI,Rac1 wt modul,Mcl1-Bid inh
COc1ccc(N2CCN(CCCNC(=O)C3(S(=O)(=O)c4ccc(Cl)cc4)CC3)CC2)cc1,105,102,103,103,-3,102,99,.,24,105,-47
C=CCn1c(C)nnc1SCC(=O)c1[nH]c(C)c(C(C)=O)c1C,99,97,94,101,0,97,93,-10,15,95,-1
Cc1cccc(NC(=O)/C(C#N)=C\c2ccc(C(=O)O)cc2)c1,90,95,99,101,2,95,95,14,17,95,6
Cc1ccc(-c2nnn(Cc3nc(N)nc(N4CCOCC4)n3)n2)cc1,108,109,110,97,-9,108,100,-16,9,113,9
Cc1ccc2cc(CCNS(=O)(=O)c3ccc(F)cc3)c(=O)[nH]c2c1C,96,96,98,60*,0,98,100,.,4,100,10
Cc1ccccc1Cn1ccc(NC(=O)c2cc3nc(-c4ccco4)cc(C(F)(F)F)n3n2)n1,94,97,99,100,4,97,98,.,.,100,.
Cc1cc(C)c(S(=O)(=O)NCc2cn3c(C)csc3n2)cc1C,107,102,103,103,0,104,100,.,76*,109,3
c1cnc(NC2C3CC4CC(C3)CC2C4)nc1 (stereo unspecified),95,95,97,92,-1,96,98,-25,-13,101,-15
COc1ccc(-c2noc(CCC(=O)NCc3cc(Br)ccc3OC)n2)cc1,99,98,102,103,0,99,99,9,-9,101,5
CC1=C(C#N)C(NC(=O)c2ccc(C)cc2)(C(F)(F)F)C(=O)N1 (stereo unspecified),98,99,101,99,0,100,100,.,-2,101,-8
CCc1ccc(NC(=S)N2CCCCCCC2)cc1,93,91,92,102,-1,90,94,-4,-4,93,-51
O=C(COC(=O)C1=COCCO1)Nc1cccc(Oc2ccccc2)c1,100,96,96,99,-1,97,96,.,-7,99,-1
O/N=C1\CCCc2nnc3c(c21)CCCC3,99,103,106,106,3,104,103,.,-1,105,-21
COc1ccc(C(=O)CSc2nc3c(c(=O)n(C)c(=O)n3C)n2C)cc1,101,99,101,101,1,96,97,.,-6,99,-20
O=c1cc(CSc2nnnn2-c2ccccc2)nc2scc(-c3ccccc3)n12,100,100,99,98,2,98,99,.,12,105,-24
COC(=O)C(Cc1c[nH]c2ccccc12)NC(=O)CNC(C)=O (stereo unspecified),100,99,106,101,-60,100,100,.,18,112,-84
Cc1cc(C)nc(SC(C(=O)O)c2ccccc2)n1 (stereo unspecified),99,99,101,104,-2,99,100,1,4,101,-6
COc1cccc(OCC(=O)NN=C2c3ccccc3-c3ccccc32)c1,98,100,103,101,0,103,102,-12,18,102,43
Cc1cc(N=Cc2c(O)ccc3cc(Br)ccc23)no1,103,95,94,111,1,99,98,-8,84*,98,-23
CCC(C(=O)O)n1nnc(-c2ccc(-c3ccc(OC)cc3)cc2)n1 (stereo unspecified),99,92,93,98,3,94,93,.,10,93,1
COC(=O)c1cc(NS(=O)(=O)c2ccc(N3CCC(C)CC3)c([N+](=O)[O-])c2)cc(C(=O)OC)c1,100,95,96,105,-4,96,92,-1,6,99,9
CS(=O)(=O)NCc1ccc(C(=O)NC2CCCCC2)cc1,100,103,104,102,0,102,100,.,15,108,-1
COc1ccc(C2CC(c3cccs3)=NN2C(=O)COC(=O)C2CCCCC2)cc1OC (stereo unspecified),95,94,100,97,-2,94,96,-9,22,98,-9
COCC(=O)N1CCC(n2nnc3cc(F)ccc32)CC1,98,105,107,101,2,104,104,.,6,103,-11
COCCn1c(=O)[nH]c(=O)c2cc(C(=O)c3cc(OC)ccc3O)cnc21,98,96,99,100,-1,97,97,-4,40,98,-15
O=[N+]([O-])c1ccc(O)c(C=Nc2ccc3nc(-c4ccccc4)[nH]c3c2)c1,95,96,99,104,0,98,98,5,62*,100,63*
O=C(N/N=C/C=C\c1ccccc1[N+](=O)[O-])c1ccncc1,99,98,95,94,-1,97,97,.,5,98,16
CC(C)(C)C(=O)CNCC(=O)C(C)(C)C,100,100,98,108,0,97,96,5,4,98,-13
COC(=O)c1cc(OC)c(OC)cc1N=CC1=C(O)CC(C)(C)CC1=O,102,99,97,98,-2,99,98,2,-4,106,20
NCCCC[C@@H]1NC(=O)c2cc([N+](=O)[O-])cc(F)c2NCCCC[C@@H](C(N)=O)NC(=O)[C@H](CCC(N)=O)NC1=O,94,99,100,98,-1,98,96,8,1,103,-9
CCC(C)[C@H](NC(=O)NCc1ccccn1)C(=O)OC (stereo partly specified),101,101,102,101,-2,99,100,.,5,102,-1
COc1cc([N+](=O)[O-])ccc1NC(=O)COC(=O)c1n[nH]c2ccccc12,96,91,93,101,-4,94,91,.,30,94,8
O=C(Nc1cccc(Cl)c1)c1ccc(Cn2cc(Cl)cn2)cc1,98,100,102,102,-5,101,98,.,0,104,24
CCS(=O)(=O)N1Cc2ccccc2CC1C(=O)Nc1ccc(OC)cc1 (stereo unspecified),93,93,90,102,7,93,92,-14,4,94,-6
Cc1cc(=O)oc(C)c1C(=O)N1CCN(Cc2ccc3c(c2)OCO3)CC1,101,100,97,93,-3,98,97,.,-25,104,-64
N=c1c2c3c(sc2ncn1N)CCCC3,102,99,98,104,-2,100,98,-15,-4,97,-49
COc1cccc(CNC(=O)N[C@@H](CC(C)C)C(=O)O)c1,101,105,104,101,-4,101,100,.,15,101,-12
COc1ccc(OC)c(C2C(C(=O)c3cccs3)=C(O)C(=O)N2c2cc(C)on2)c1 (stereo unspecified),104,100,102,92,1,101,95,.,19,103,-31
O=C(Nc1ccccc1Cl)c1ccc(COc2ccc3c(c2)CCC3)cc1,99,94,99,99,-8,97,96,-18,2,100,4
Clc1ncn(C23CC4CC(CC(C4)C2)C3)n1,96,96,96,114,4,95,93,3,-12,96,-10
O=Cc1s/c(=N\S(=O)(=O)c2ccccc2)n(CCCCl)c1Cl,100,96,95,97,3,95,96,.,27,98,6
CCN(CC)S(=O)(=O)c1ccc2nc(CCl)[nH]c2c1,103,101,99,100,0,101,99,-21,-11,100,-4
CN1C2C=C3C(C#N)=C(N)C(C#N)(C#N)C(c4ccc(Br)cc4)C3C1CC2 (stereo unspecified),95,95,98,109,-1,94,93,.,22,94,-26
CCOC(=O)C=C1CCN(c2ncc(C(F)(F)F)cc2Cl)CC1,99,99,98,97,0,99,98,-13,1,103,-6
Cc1ccc(S(=O)(=O)N(C)c2ccc(C(=O)NCC3CCCO3)cc2)cc1 (stereo unspecified),100,102,103,103,3,101,100,0,14,105,-11
